# PolyA inhibitor: yeast polyadenylation inhibition; S. cerevisiae SKY197-pL101 polyadenylation reporter, beta-gal luminescence; efflux-impaired pdr1/pdr3 knockout yeast; score 100 = 6 SD above DMSO; calls only at 12 µM; 0.02% of 300,000 active;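 active means lowest replicate activity score at least 50, where 100 means six control SD above control mean; inconclusive means lowest score under 50 but half or more replicates reach 50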;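 further: yeast exposed to compound for 9 h at 30 °C; higher score means more reporter readthrough which indicates perturbed polyadenylation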
# KCNQ1 act: potentiators or activators of human KCNQ1 potassium channel; P51787; B-score at 10 µM; AID 2648; CHO-K1 KCNQ1, thallium flux FluxOR fluorescence; active compounds read high; 0.35% of 310,000 active;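 active means fluorescence ratio B-score, a plate-corrected score, at least three library SD, with initial intensity B-score within 5 SD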
#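 Assay system: CHO-K1 cells stably expressing KCNQ1. Medium: assay buffer for compound exposure, DMSO matched across wells. Timing: 37 °C overnight plating, 90-min dark dye load, 20-min compound pretreatment. Signal: kinetic FluxOR fluorescence, 10 s baseline plus 110 s post-stimulus.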
# HDAC3 inhib: blocks human histone deacetylase 3 | O15379 | recombinant HDAC3, fluorogenic peptide/trypsin coupled, fluorescence | inhibition, % at 8.3 µM | 0.15% of 320,000 active | AID 2718; in the data active means inhibition above about 26%, passing the limit was not always enough; inconclusive means no clear call, values can overlap the other calls
# KCNQ1 inh: inhibitors of human KCNQ1 potassium channel | P51787 | CHO-K1 KCNQ1, FluxOR thallium flux fluorescence; active compounds read high | B-score at 10 µM | 1.3% of 310,000 active | AID 2642;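 active means compounds whose thallium flux B-score, printed positive for inhibition, exceeds three library SD while starting fluorescence stays within three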;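 further: channel opened by potassium depolarization with thallium stimulus after 20 min compound exposure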
# KCNK9 inh: inhibitors of human KCNK9 two-pore domain potassium channel; B-score at 10 µM; HEK293 KCNK9, FluxOR thallium flux fluorescence; active compounds read low; Q9NPC2; 1.2% of 310,000 active; AID 488922;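 active means ratio B-score over 3 SD below the library mean, with starting fluorescence within 5 SD of its mean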;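 further: negative B-score means less thallium flux so channel inhibition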
# hERG protect: hERG (human) protection from proarrhythmic block; activation (rescue from dofetilide block), less the hit threshold, % at 10 µM; AID 1511; CHO-hERG, FluxOR thallium flux, dofetilide IC70 present; 0.51% of 310,000 active; Q12809;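 active means activation above the mean of controls blocked by dofetilide plus 5 SD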;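 further: thallium influx through hERG after potassium depolarization seen as dye fluorescence rise; in these data hits start at about 4.7%; inactives centre near -7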
# GSK3B inh: inhibitors of human GSK3beta kinase. AID 2097. P49841. activity score (negative = inhibition), % at 10 µM. 0.038% of 300,000 active. GST-GSK3beta kinase, ADP-Glo luminescence, 60 min; active compounds read low;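 active means more than half of replicate wells score below -50%, meaning over 50% inhibition versus plate controls; inconclusive means some replicates but at most half score below -50%; inactive means no replicate scores below -50%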;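 further: 0% = median DMSO wells and -100% = median GW8510 positive control wells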
#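 Assay system: GST-tagged human GSK3beta kinase, cell-free; Input: 1.6 ng GSK3beta; Medium: Tris/MgCl2 kinase buffer; Timing: 60 min enzyme reaction, room temperature; Signal: ADP-Glo luminescence quantifying ADP generated by kinase; Evaluation: score relative to plate controls; Benchmarks: DMSO neutral wells and GW8510 at 20 µM as positive.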
# GSK3 alpha inh: human GSK-3 alpha kinase inhibition. ADP-Glo luminescence, 60 min. P49840. 0.1% of 320,000 active. inhibition, % at 10 µM;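 in the data active means inhibition above about 50%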;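 further: GST-tagged GSK-3 alpha with peptide substrate and 25 µM ATP; 0% = DMSO neutral wells and 100% = GW8510 positive control wells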
# Target sequence (P49840 whole entry, looked up): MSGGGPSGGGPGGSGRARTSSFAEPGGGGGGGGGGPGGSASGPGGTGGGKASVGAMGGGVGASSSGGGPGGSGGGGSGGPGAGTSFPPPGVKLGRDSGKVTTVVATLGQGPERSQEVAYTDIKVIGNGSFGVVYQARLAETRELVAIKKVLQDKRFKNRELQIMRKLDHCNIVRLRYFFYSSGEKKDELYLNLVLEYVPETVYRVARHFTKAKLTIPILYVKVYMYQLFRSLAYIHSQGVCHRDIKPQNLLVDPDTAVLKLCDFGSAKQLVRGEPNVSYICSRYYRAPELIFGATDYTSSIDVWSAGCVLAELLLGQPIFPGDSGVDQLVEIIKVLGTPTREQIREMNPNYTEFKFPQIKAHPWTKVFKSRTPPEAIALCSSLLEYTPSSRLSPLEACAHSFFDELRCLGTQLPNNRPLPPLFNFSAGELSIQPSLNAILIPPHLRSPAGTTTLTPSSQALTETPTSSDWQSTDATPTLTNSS
# DYRK1A inh: blocks rat Dyrk1A kinase activity. Q63470. ADP-Glo luminescence, NFATc1 peptide. inhibition, % at 12.5 µM. 0.43% of 310,000 active. AID 504441; in the data active means inhibition above about 50%;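 further: plate controls were vehicle with enzyme for no effect and no enzyme for full effect; many of its hits are not listed in these tables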
# RGS4 act: potentiators or activators of RGS4; HEK293 M3R/inducible RGS4, carbachol calcium flux Fluo4; active compounds read low; B-score at 10 µM; 0.92% of 310,000 active;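 active means B-score of the integrated calcium signal more than 4 SD below the library mean, with starting fluorescence not abnormally high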;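 further: negative B-score means reduced calcium response which marks RGS4 activation or potentiation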
#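 Material: Inducible-RGS4 HEK293 cells carrying M3 receptor; also added: carbachol at ECmax as muscarinic agonist stimulus; incubation: compound preincubation 20 min at room temperature before agonist; signal: Fluo4-AM (2 µM) calcium-flux fluorescence, kinetic read; measure: integrated calcium ratio converted to B score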
# KCNK3 inh: human KCNK3 channel inhibition, primary screen; O14649; CHO-KCNK3 thallium flux, FluxOR fluorescence; active compounds read low; B-score at 10 µM; 0.84% of 340,000 active;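 active means B-score under library mean minus 4 SD, starting fluorescence ratio at most library mean plus 5 SD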;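 further: more negative B-score means stronger inhibition of thallium flux through KCNK3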
# Target sequence (O14649 whole entry, looked up): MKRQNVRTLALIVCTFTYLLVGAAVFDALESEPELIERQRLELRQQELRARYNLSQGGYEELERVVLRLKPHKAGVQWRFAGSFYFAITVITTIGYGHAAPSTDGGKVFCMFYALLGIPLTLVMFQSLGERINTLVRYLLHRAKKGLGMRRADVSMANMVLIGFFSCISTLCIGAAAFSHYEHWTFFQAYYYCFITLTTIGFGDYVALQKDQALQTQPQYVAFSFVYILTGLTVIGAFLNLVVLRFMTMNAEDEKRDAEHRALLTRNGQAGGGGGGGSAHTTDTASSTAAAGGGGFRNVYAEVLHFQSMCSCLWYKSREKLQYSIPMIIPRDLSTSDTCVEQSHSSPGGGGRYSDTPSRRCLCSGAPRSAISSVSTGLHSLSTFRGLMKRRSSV
# Starred values were filed as active, the others as inactive; i = inactive; u = inconclusive; x = no result given. These rows are one share of the data, so the mix of outcomes need not match the whole.
SMILES,PolyA inhibitor,KCNQ1 act,HDAC3 inhib,KCNQ1 inh,KCNK9 inh,hERG protect,GSK3B inh,GSK3 alpha inh,DYRK1A inh,RGS4 act,KCNK3 inh
O=C(c1ccco1)N1CCN(c2ccc(S(=O)(=O)N3CCCC3)cc2)CC1,i,i,3,i,i,-14,0,4,x,i,i
CC(C)(CC(=O)O)CC(=O)N1CCCN(c2nc3ccc(Cl)cc3s2)CC1,i,i,-1,i,i,-8,0,1,-6,i,i
COc1cc(/C=N/N=C/c2cc(OC)c(O)c(OC)c2)cc(OC)c1O,i,i,11,i,i,-7,-1,-1,7,i,i
Cn1nnnc1SCC(=O)Nc1ccccc1C(=O)NCc1ccccc1,i,i,-2,i,i,-10,0,1,2,i,i
Cc1sc(NC(=O)C2CCCC2)c(C#N)c1C,i,i,3,i,i,-5,0,2,6,i,i
O=C(NC1CCCC1)C1CC(=O)N(c2ccccc2)C1 (stereo unspecified),i,i,-4,i,i,-3,-2,-2,-6,i,i
COCCn1c(SCC(=O)N2CCCC2)nnc1-c1ccco1,i,i,3,i,i,-2,-1,-2,-4,i,i
O=C(C1CCCN(Cc2ccc(F)cc2)C1)N1CCCCC1 (stereo unspecified),i,i,-12,i,i,-1,1,-1,3,i,i
c1nc(NC2CCCC2)c2[nH]cnc2n1,i,i,0,i,i,-12,-7,18,19,i,i
CCOc1ccc(Br)cc1S(=O)(=O)Nc1ccc(C(=O)Nc2ccccc2OC)cc1,i,i,11,i,i,-5,0,0,-1,i,i
Cc1c(NC(=O)C(C)OC(=O)c2cccs2)c(=O)n(-c2ccccc2)n1C (stereo unspecified),i,i,-1,i,i,-8,-8,0,4,i,i
O=C(Nc1ccc2c(c1)OCO2)C1CC(=O)N(c2ccc(F)cc2)C1 (stereo unspecified),i,i,1,i,i,-4,2,2,-5,i,i
CCOc1ccc2cc(C#N)c(SCC(=O)N3CCOCC3)nc2c1,i,i,-15,i,i,-3,-6,-2,6,i,i
CCCn1c(SCC(=O)NCc2ccco2)nc2c1c(=O)n(C)c(=O)n2C,i,i,1,i,i,-22,3,2,5,i,i
CN(CCNS(=O)(=O)c1ccc2c(c1)oc(=O)n2C)Cc1ccccc1,i,i,-1,i,i,-10,5,-3,-1,i,i
Cc1ccc(NC(=O)C2CCN(S(C)(=O)=O)CC2)cc1C,i,i,-6,i,i,-7,1,-2,4,i,i
OCC1(Cc2cccc(F)c2)CCN(Cc2ccc3cccc(F)c3n2)CC1,i,i,1,i,i,-8,0,3,1,i,i
CCOC(=O)c1cc2sccc2n1CC(=O)Nc1ccc(OC)c(OC)c1,i,i,0,i,i,-2,-7,-2,0,i,i
Cc1ccc(-n2nc3c(=O)n(C(C)C(=O)NCc4ccco4)nc(C)c3c2C)cc1 (stereo unspecified),i,i,-1,i,i,-6,-3,5,-1,i,i
COc1ccccc1N1CCN(S(=O)(=O)CCNC(=O)CC2CCCCC2)CC1,i,i,-11,i,i,-16,-1,-6,-2,i,i
CCC(=O)NC(c1ccccc1)c1c(OC(C)=O)ccc2ccccc12 (stereo unspecified),i,i,2,i,i,-22,3,-2,x,i,i
CCOC(=O)c1sc(NC(=O)CSc2nnnn2-c2ccccc2)c(C(=O)OCC)c1C,i,i,-2,i,i,-4,5,-2,7,i,i
COc1ccc(Cn2cc([N+](=O)[O-])nc2C)cc1[N+](=O)[O-],i,i,0,i,i,-3,-6,-6,-16,i,i
CNS(=O)(=O)c1ccc(NC(=O)Nc2ccc3c(c2)OCO3)cc1,i,i,5,i,i,-14,3,-4,7,i,i
Cc1cc(O)cc(O)c1C(=O)Cc1ccccc1,i,i,17,i,i,-10,2,-5,15,i,i
# (cont.)
SMILES,PolyA inhibitor,KCNQ1 act,HDAC3 inhib,KCNQ1 inh,KCNK9 inh,hERG protect,GSK3B inh,GSK3 alpha inh,DYRK1A inh,RGS4 act,KCNK3 inh
Cc1ccccc1OCCCn1c(=O)sc2ccccc21,i,i,0,i,i,-9,-2,-1,x,i,-9.6*
Cn1nnnc1NCc1cccc(Cl)c1Cl,i,i,1,i,i,-11,3,-4,11,i,i
CCCCCCC1(C)NC(=S)N(c2ccccc2)N1 (stereo unspecified),i,i,u,i,i,-3,1,-2,-1,i,i
O=C(CCSc1nnc(-c2ccco2)o1)Nc1ccc(Cl)cc1,i,i,-3,i,i,-10,2,-1,-4,i,i
CCO[C@H]1OC(C(=O)NCc2nc3ccccc3[nH]2)=C[C@@H](C)[C@@H]1CCCO,i,i,4,i,i,-7,1,0,7,i,i
COc1cc(OC)c(-c2nn3c(C4CCCCC4)nnc3s2)cc1OC,i,i,-13,i,i,-11,-3,8,-4,i,i
CCOc1ccc2nc(NC(=O)COc3ccc(N(C)S(=O)(=O)c4ccc(C)cc4)cc3)sc2c1,i,i,2,i,i,-14,2,-2,-4,i,i
COc1cccc(C(=O)Oc2cc3c4c(c2)C(C)=CC(C)(C)N4C(=O)C3=O)c1,i,i,3,i,i,1,-4,-1,5,i,i
O=C(CSc1ccc(-c2ccco2)nn1)NCCc1ccccc1,i,i,8,i,i,-7,4,-2,x,i,i
O=C(O)/C(=C\c1cccc(F)c1)c1ccc(S(=O)(=O)N2CCCCC2)s1,i,i,3,i,i,-3,3,2,2,i,i
COCCn1c(SCCCC(=O)c2ccc(Br)cc2)nnc1-c1ccncc1,i,i,11,i,i,-13,-1,x,3,i,i
CCCN(CCC)CCCn1c(=O)[nH]c2ccccc21,i,i,3,i,i,-8,-15,-1,-2,i,i
Cc1ccccc1NC(=S)N/N=C/C(C)c1ccccc1 (stereo unspecified),i,i,1,i,i,-19,-1,0,-3,i,i
Cn1c(CNC(=O)c2ccccc2F)nnc1SCc1ccc(F)cc1,i,i,0,i,i,-4,1,-11,-67,i,i
CC1=CCC2C(=O)N(c3ccc(Br)cc3C)C(=O)C2C1 (stereo unspecified),i,i,x,i,i,-7,0,-2,-1,i,i
CC(C)=N/N=c1\scc(C)n1Cc1ccco1,i,i,-9,i,i,2,1,-1,0,i,i
CCCc1nc2c(s1)CCc1onc(-c3ccc(OC)cc3)c1-2,i,i,2,i,i,-14,4,-3,0,i,i
CC(Oc1ccc2ccc(=O)oc2c1)C(=O)NC1CC(C)(C)NC(C)(C)C1 (stereo unspecified),i,i,-9,i,i,-10,1,-1,3,i,i
Cc1ccc(C)c(S(=O)(=O)N2CCN(C(=O)c3cnccn3)CC2)c1,i,i,5,i,i,-10,0,1,4,i,i
CCOC(=O)CN1C(=O)C(C)(C)Oc2ccc(C(=O)Nc3ccccc3)cc21,i,i,-3,i,i,-5,3,3,-2,i,i
Cc1c(OCC(=O)NCc2ccccn2)ccc2c3c(c(=O)oc12)CCCC3,i,i,-2,i,i,-8,1,-2,-3,i,i
Cc1cccc(CN(CC(=O)N/N=C/c2cccs2)S(=O)(=O)c2ccc(Cl)cc2)c1,i,i,u,i,i,-8,-1,-2,-1,i,i
c1ccc(Nc2nc(NCC3CCCO3)c3ccccc3n2)cc1 (stereo unspecified),i,i,3,12*,i,-26,0,13,16,i,-10*
O=C(NCCc1cccc(C(F)(F)F)c1)C1CCC(=O)N(C2CC2)C1 (stereo unspecified),i,i,0,i,i,0,-2,-2,-3,i,i
Cc1ccc2nc(NC(=S)NC(=O)c3ccco3)sc2c1,i,57*,-2,i,i,36*,0,5,-6,i,i
# (further entries)
SMILES,PolyA inhibitor,KCNQ1 act,HDAC3 inhib,KCNQ1 inh,KCNK9 inh,hERG protect,GSK3B inh,GSK3 alpha inh,DYRK1A inh,RGS4 act,KCNK3 inh
O=C(CCC1CCCCC1)NCc1ccc(F)cc1,i,i,-4,i,i,-5,-3,-3,3,i,i
C/C(=N\NC(=O)c1nnn(-c2nonc2N)c1CSc1ccccc1)c1cccnc1,i,i,-1,i,i,-7,2,2,2,i,i
CSc1ccc(S(=O)(=O)NCc2ccc(Cl)cc2Cl)cc1,i,i,13,i,i,-2,1,-4,0,i,i
CCc1cccc(C)c1NC(=S)NCC(c1cccnc1)N(C)C (stereo unspecified),i,i,-8,i,i,-4,-3,x,1,i,i
CCCn1cnc2scc(-c3ccc(C)c(C)c3)c2c1=O,i,i,3,i,i,-8,-2,0,-2,i,i
CCc1nnc(SCC(=O)Nc2ccccc2)n1CC1CCCO1 (stereo unspecified),i,i,5,i,i,-8,2,x,0,i,-8.7*
Cc1ccc(/C=C/C(=O)NCc2ccncc2)cc1,i,i,-2,i,i,-1,1,-2,-3,i,i
Nc1nc(SCC(=O)Nc2ccc(S(N)(=O)=O)cc2)n[nH]1,i,i,-11,i,i,-13,0,-2,1,i,i
COc1ccc(CC(=O)Nc2nnc(-c3cccc([N+](=O)[O-])c3)s2)cc1,i,i,-3,i,i,-7,2,-1,2,i,i
Cc1nnc(C)c2c(C)n(-c3cccc4cccnc34)c(C)c12,i,i,2,i,i,-18,-1,-1,x,i,x
O=C(NCCCn1ccnc1)c1ccc(Cl)cc1[N+](=O)[O-],i,i,0,i,i,-8,1,x,0,i,i
O=C(Nc1cc(=O)[nH]c(=O)[nH]1)c1cccc(Br)c1,i,i,-2,i,i,-9,1,2,1,i,i
Cc1cccc(C2=NNC(=O)C(c3ccc(Cl)cc3)C2)c1 (stereo unspecified),i,i,1,i,i,-14,-5,1,-5,i,i
CCN1C=C(Cc2ccccc2C)C2=C(C1)C(c1ccccc1C)C(C#N)=C(N)O2 (stereo unspecified),i,i,7,12*,-6.7*,-21,0,-4,8,i,-8.9*
CC(=O)c1ccc(N2CCN(C(=O)C3CCN(S(=O)(=O)c4cccs4)CC3)CC2)cc1,i,i,0,i,i,-3,-2,4,0,i,i

# One compound at a time (already shown). Values in the order: PolyA inhibitor	KCNQ1 act	HDAC3 inhib	KCNQ1 inh	KCNK9 inh	hERG protect	GSK3B inh	GSK3 alpha inh	DYRK1A inh	RGS4 act	KCNK3 inh
# Profile of CCC(=O)NC(c1ccccc1)c1c(OC(C)=O)ccc2ccccc12 (stereo unspecified) : i	i	2	i	i	-22	3	-2	x	i	i
# Profile of Cn1nnnc1SCC(=O)Nc1ccccc1C(=O)NCc1ccccc1 : i	i	-2	i	i	-10	0	1	2	i	i
# Profile of COc1ccc(CC(=O)Nc2nnc(-c3cccc([N+](=O)[O-])c3)s2)cc1 : i	i	-3	i	i	-7	2	-1	2	i	i
# Profile of CCOC(=O)c1sc(NC(=O)CSc2nnnn2-c2ccccc2)c(C(=O)OCC)c1C : i	i	-2	i	i	-4	5	-2	7	i	i

# Screens (PubChem)
